High-throughput results deposited in PubChem by several laboratories.
MBD2 inh = inhibitors of MBD2 binding to methylated DNA, primary screen, biochemical, TR-FRET, DNA-binding domain, human; 370,000 compounds, 0.31% hits; Methyl-CpG-binding domain protein 2 (Homo sapiens), Q9UBB5; MBD2 binding to methylated oligonucleotide; AID 686964, 2013; inhibition, % at 4.4 µM; in the data active = inhibition above about 13%
HTRA1 inhibitor = HTRA1 serine protease inhibitors, primary screen, biochemical, fluorescence polarization, HTS | AID 504803, 2011 | 340,000 compounds, 0.5% hits | inhibition, % at 5.96 µM | Q92743 | recombinant HTRA1, FP-rhodamine activity-based probe; in the data active = inhibition above about 36%;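 note: 0% = enzyme with DMSO and 100% = wells lacking enzyme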
Target sequence (Q92743 whole entry, looked up): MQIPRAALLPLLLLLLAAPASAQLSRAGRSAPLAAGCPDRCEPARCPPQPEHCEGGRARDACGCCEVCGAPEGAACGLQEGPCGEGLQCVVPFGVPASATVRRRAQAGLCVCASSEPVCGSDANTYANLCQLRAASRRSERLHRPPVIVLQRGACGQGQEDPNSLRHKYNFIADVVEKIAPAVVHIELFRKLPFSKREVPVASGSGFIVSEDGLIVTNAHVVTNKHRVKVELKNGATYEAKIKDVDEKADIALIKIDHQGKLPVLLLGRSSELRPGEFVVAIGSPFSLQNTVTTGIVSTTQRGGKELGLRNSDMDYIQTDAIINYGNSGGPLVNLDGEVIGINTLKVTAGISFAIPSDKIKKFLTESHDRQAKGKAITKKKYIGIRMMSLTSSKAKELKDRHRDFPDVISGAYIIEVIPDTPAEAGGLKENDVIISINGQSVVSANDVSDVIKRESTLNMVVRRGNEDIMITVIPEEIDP
TCR-CD3 inh = inhibitors of human TCR-CD3 interaction, primary screen, biochemical, fluorescence, TAMRA-labeled TCR probe. 360,000 compounds, 0.37% hits. T-cell receptor (TCR). inhibition, % at 9.4 µM. AID 651800, 2012; in the data active = inhibition above about 19%;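 note: recombinant mutant TCR 2C K166C tagged with TAMRA read by polarization; 0% = receptor in buffer alone and 100% = receptor with positive control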
LEDGF integ inh = blockers of LEDGF/p75-dependent integrase strand transfer – biochemical, TR-FRET, high throughput, primary screen; TR-FRET IN-LEDGF/p75 DNA integration, Eu/Cy5; inhibition, % at 3.7 µM; 370,000 compounds, 0.64% hits; HIV-1 integrase (with human LEDGF/p75);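 active = inhibition above the screen-wide mean plus 3 SD, cut at about 13% in these data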;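 note: signal is the Cy5 over europium emission ratio at 671 and 618 nm; 0% = plate median of compound wells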
TDP2 absorb = human TDP2 enzyme inhibitors, primary screen, biochemical, epi absorbance, recombinant enzyme | T5PNP hydrolysis, p-nitrophenol absorbance 415 nm | inhibition, % at 12.8 µM | 370,000 compounds, 0.34% hits | AID 720702, 2013;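 active = inhibition above the mean of all tested compounds plus 3 SD, set per campaign, cut at about 25% in these data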;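 note: 0% = DMSO with enzyme and 100% = buffer with substrate but no TDP2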
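System – recombinant human TDP2 · Quantity – TDP2 enzyme at 120 nM final · Doses – single concentration, 12.8 µM nominal, with 1% DMSO · Incubation – 2 h at 37 °C · Measured by – epi absorbance of p-nitrophenol freed from T5PNP by hydrolysis · Read-out – % inhibition relative to enzyme-containing and enzyme-free wells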
NPR2 activator = human GC-B receptor activators, primary screen, HEK293 GC-B cells, cGMP TR-FRET, EC30 CNP. activation, % at 10 µM. Atrial natriuretic peptide receptor 2 (Homo sapiens), P20594. AID 1920062, 2024. 370,000 compounds, 0.11% hits. 0% at EC30 CNP, 100% saturating CNP;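 active = activation at 10 µM reaching about 35% in either raw or pattern-adjusted values, limit read from the data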
PRMT1 inh = PRMT1 methyltransferase inhibitors, primary screen, biochemical, fluorescence polarization; Protein arginine N-methyltransferase 1 (Homo sapiens), Q99873; recombinant PRMT1, activity-based probe fluorescence polarization; inhibition, % at 2.79 µM; 370,000 compounds, 1.3% hits; AID 652257, 2013;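 active = inhibition above about 21% made by adding two undisclosed values, limit read from the data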
mABHD4 FP = ABHD4 inhibitors, primary screen, biochemical, fluorescence polarization, mouse. (Lyso)-N-acylphosphatidylethanolamine lipase (Mus musculus), Q8VD66. purified mABHD4, FP-Rh probe fluorescence polarization. inhibition, % at 8.92 µM. 370,000 compounds, 0.54% hits. AID 720543, 2013;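 active = inhibition exceeding the mean over every tested compound plus 3 SD, cut at about 30% in these data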;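 note: 0% = plate median of compound wells and 100% = S159A mutant with DMSO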
Target sequence (Q8VD66 whole entry, looked up): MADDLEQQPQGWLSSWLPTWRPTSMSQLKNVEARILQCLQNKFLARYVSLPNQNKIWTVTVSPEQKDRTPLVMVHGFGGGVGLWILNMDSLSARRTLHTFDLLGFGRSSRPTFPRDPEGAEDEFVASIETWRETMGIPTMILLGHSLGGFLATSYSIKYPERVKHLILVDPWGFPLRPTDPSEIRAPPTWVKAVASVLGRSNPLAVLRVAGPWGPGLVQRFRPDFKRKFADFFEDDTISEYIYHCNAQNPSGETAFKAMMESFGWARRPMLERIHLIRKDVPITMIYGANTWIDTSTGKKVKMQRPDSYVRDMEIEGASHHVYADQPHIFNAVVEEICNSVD
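Assay system: wild-type mouse ABHD4 protein; compound: single nominal dose of 8.92 µM, 0.89% DMSO final; schedule: 45 min + 60 min at 25 °C; measured by: FP readout, ex 525 nm / em 598 nm; evaluation: % inhibition of FP-Rh probe binding versus controls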
rCAG binder = binders of r(CAG) RNA repeats, primary screen, biochemical, fluorescence | r(CAG) RNA repeat, TO-PRO-1 dye displacement fluorescence | 370,000 compounds, 1.3% hits | inhibition, % at 3 µM;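 active = inhibition above the plate cutoff, the mean of all test compounds on that plate plus 3 SD, cut at about 35% in these data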;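 note: 0% = DMSO alone and 100% = 100 µM mitoxantrone as full dye displacement; higher means more dye released from RNA so lower well fluorescence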
SIAE primary = human SIAE inhibitors, primary screen, biochemical, fluorescence polarization, FP-Rh probe, 1536-well HTS; inhibition, % at 9.66 µM; 370,000 compounds, 0.69% hits; SIAE FP-Rh probe binding; Sialate O-acetylesterase (Homo sapiens), Q9HAT2;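 active = inhibition above a cutoff: mean of compounds within the control limits plus 3 SD of those, cut at about 17% in these data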;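 note: 0% = plate median of compound wells and 100% = probe without SIAE protein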
The depositor's hits bear a star; · = no result given.

The opening 3 records as a preview:
SMILES	MBD2 inh	HTRA1 inhibitor	TCR-CD3 inh	LEDGF integ inh	TDP2 absorb	NPR2 activator	PRMT1 inh	mABHD4 FP	rCAG binder	SIAE primary
O=C(COC(=O)CCNS(=O)(=O)c1ccccc1)NC1CC1	0.5	3.0	2.5	2.7	6.5	4.3	-4.6	-4.0	1.5	-4.3
COc1ccc(Cl)cc1NS(=O)(=O)c1cccc(C(=O)NC2CCC(O)CC2)c1 (centres undefined)	-5.3	-3.4	4.6	-4.6	-1.6	0.2	-6.7	-4.7	3.5	-1.2
COc1ccc(Cn2nnc3c(=O)[nH]c(C4CCCN(C(=O)c5ccccc5)C4)nc32)cc1 (centres undefined)	-9.2	5.6	4.0	3.2	-9.6	-1.2	-4.5	-1.9	6.4	3.1

All compounds of this part, from the first entry:
SMILES	MBD2 inh	HTRA1 inhibitor	TCR-CD3 inh	LEDGF integ inh	TDP2 absorb	NPR2 activator	PRMT1 inh	mABHD4 FP	rCAG binder	SIAE primary
O=C(COC(=O)CCNS(=O)(=O)c1ccccc1)NC1CC1	0.5	3.0	2.5	2.7	6.5	4.3	-4.6	-4.0	1.5	-4.3
COc1ccc(Cl)cc1NS(=O)(=O)c1cccc(C(=O)NC2CCC(O)CC2)c1 (centres undefined)	-5.3	-3.4	4.6	-4.6	-1.6	0.2	-6.7	-4.7	3.5	-1.2
COc1ccc(Cn2nnc3c(=O)[nH]c(C4CCCN(C(=O)c5ccccc5)C4)nc32)cc1 (centres undefined)	-9.2	5.6	4.0	3.2	-9.6	-1.2	-4.5	-1.9	6.4	3.1
NS(=O)(=O)c1cccc(NC(=O)COC(=O)Cn2cc(C(F)(F)F)ccc2=O)c1	-6.0	0.5	-3.4	4.2	2.4	-2.3	-8.9	-2.1	-1.4	2.5
CC(=O)Nc1ccc(NC(=O)CCCN2C(=O)C(c3ccccc3)Oc3cccnc32)cc1 (centres undefined)	0.9	4.5	2.6	0.9	8.4	-5.7	2.3	0.6	0.4	-1.3
Nc1nnc(SC2CCCC2)s1	5.0	3.7	-3.1	-4.3	2.5	-2.1	0.9	6.6	3.8	-6.2
CCOC(=O)[C@H]1[C@H]2COc3ccccc3[C@@H]2N2C(=O)c3cc(F)ccc3NC(=O)[C@@]12C	2.7	-8.0	-4.9	-0.5	-13.1	0.5	0.9	-3.5	10.9	-2.8
CC1(C)CC(NC(=O)CCc2nnc(CCCCc3ccccc3)o2)CCO1 (centres undefined)	0.9	2.3	8.3	3.7	-8.0	-0.7	0.7	-1.9	-7.0	0.9
CC(O)(c1ccccc1)c1nc(-c2ccc(S(C)(=O)=O)cc2)cs1 (centres undefined)	-1.6	·	-7.6	-4.8	4.0	7.1	-0.5	-2.4	-0.4	2.5
CC1CCCN(C(=O)CCCNC(=O)c2ccc(Cl)cc2)C1 (centres undefined)	-3.9	6.4	6.3	-0.5	-0.8	-4.7	-2.9	-10.3	-7.1	3.5
CC1c2cc3c(cc2CCN1C(=O)c1cccc(Cl)c1)OCCCO3 (centres undefined)	0.2	0.0	2.3	0.0	-10.1	-4.0	-1.5	-10.5	-2.0	-5.7
CCCn1c(=O)c2ccccc2n2c(SCCOc3ccc(C)cc3)nnc12	6.0	-8.2	0.9	-0.4	-7.4	2.0	-0.2	7.4	-2.2	11.1

Shown field by field: two of the compounds above
SMILES: CC(O)(c1ccccc1)c1nc(-c2ccc(S(C)(=O)=O)cc2)cs1 (centres undefined)
  MBD2 inh = -1.6
  HTRA1 inhibitor = ·
  TCR-CD3 inh = -7.6
  LEDGF integ inh = -4.8
  TDP2 absorb = 4.0
  NPR2 activator = 7.1
  PRMT1 inh = -0.5
  mABHD4 FP = -2.4
  rCAG binder = -0.4
  SIAE primary = 2.5

SMILES: CC1CCCN(C(=O)CCCNC(=O)c2ccc(Cl)cc2)C1 (centres undefined)
  MBD2 inh = -3.9
  HTRA1 inhibitor = 6.4
  TCR-CD3 inh = 6.3
  LEDGF integ inh = -0.5
  TDP2 absorb = -0.8
  NPR2 activator = -4.7
  PRMT1 inh = -2.9
  mABHD4 FP = -10.3
  rCAG binder = -7.1
  SIAE primary = 3.5

The list continues:
SMILES	MBD2 inh	HTRA1 inhibitor	TCR-CD3 inh	LEDGF integ inh	TDP2 absorb	NPR2 activator	PRMT1 inh	mABHD4 FP	rCAG binder	SIAE primary
COC(=O)[C@]12CCCCC=C1N(Cc1ccc3c(c1)OCO3)C(=O)[C@H](CC(=O)NCCCCc1ccccc1)C2	4.9	·	-2.0	-0.5	0.7	0.6	3.8	-6.1	4.4	2.3
CC1(C)C2CC[C@]3(C)C(CC=C4[C@@H]5C[C@@](C)(CO)[C@@H](O)C[C@]56C[C@@H](OC6=O)[C@]43C)[C@@]2(C)CC[C@@H]1O (some centres undefined)	-6.5	-0.7	6.4	0.0	6.1	-0.9	3.2	2.2	-1.1	-0.8
CSc1ncccc1C(=O)N1CCCC(C(=O)c2ccc3ccccc3c2)C1 (centres undefined)	5.4	0.6	-2.6	15.1*	7.5	1.7	-3.0	2.5	0.7	-2.7
Cc1cccc(C(=O)OC(C)CN2CCOCC2)c1 (centres undefined)	2.3	0.3	-6.6	-4.4	8.0	0.0	0.6	-0.8	-5.7	-4.5
Cc1cc(C(=O)CN2C(=O)NC3(CCC(C)CC3)C2=O)c(C)n1C (centres undefined)	6.5	10.1	-4.0	1.1	1.5	4.1	5.7	-6.5	-3.2	-11.9
CCN(CCNC(=O)CCCn1nc(C)n2c(cc3sccc32)c1=O)c1ccccc1	-2.4	-0.9	4.0	3.4	1.8	-17.4	-7.9	3.9	2.5	-1.0
Cc1ccc(NC(=O)CSCC(=O)N2CCN(Cc3ccc4c(c3)OCO4)CC2)cc1	-5.1	-1.2	4.0	-0.3	10.3	-3.4	-3.1	7.1	-5.9	2.7
Cc1cc(C)cc(N(CC(=O)NC2CCCCC2)C(=O)c2ccc(C)s2)c1	-0.3	-2.4	-3.6	-3.6	0.9	-1.8	0.4	-9.0	-6.4	-8.3
O=C(Nc1cccc(Cl)c1)c1cc(S(=O)(=O)N2CCOCC2)cs1	-0.4	-12.8	-9.8	1.5	-10.0	3.0	-1.3	-10.6	3.3	-9.4
COc1ccccc1NC(=O)Cn1nnc(-c2ccccc2NC(=O)c2cccs2)n1	-2.2	-9.3	-0.8	1.8	-7.2	2.5	-0.7	3.1	2.9	5.3
COc1ccccc1CC(=O)NC1CCN(Cc2ccccc2)CC1	3.3	-2.7	-10.5	-4.2	-3.0	3.8	-1.3	2.8	-5.2	4.0
O=C(Nc1nc(-c2cc(F)ccc2F)cs1)c1ccccn1	-0.3	-20.9	3.9	6.7	-6.0	-5.3	-2.1	-3.7	2.8	-21.3
COc1cc(OC)cc(C(=O)NCC(=O)NCc2ccccn2)c1	4.3	9.7	4.0	6.4	-10.2	1.8	1.8	9.9	-1.0	0.7
O=C(Cc1c[nH]c2ccccc12)NC1(C(=O)NC2CCCCC2)CCCCC1	1.1	-0.8	8.4	1.2	-11.5	1.1	-0.6	2.0	-6.5	-3.0
CCOc1ccc(N2C(=O)CC(NCCc3ccc(S(N)(=O)=O)cc3)C2=O)cc1 (centres undefined)	2.5	6.3	5.1	5.4	0.7	-9.1	52.8*	4.4	4.6	7.1
O=C(NCc1ccc2c(c1)OCO2)c1ccc(-n2cnnn2)cc1	-1.3	-3.2	-2.3	1.6	4.1	-5.8	-0.1	-1.2	-4.5	2.8
COc1nc(N)c(C#N)c(-c2ccc(N(C)CCC#N)cc2)c1C#N	0.3	·	3.0	3.7	14.7	2.1	-3.2	-2.2	2.4	-3.2
Clc1ccccc1OCCNc1nc(NCC2CC2)nc2ccsc12	-0.3	·	1.2	3.5	-6.0	4.6	-2.9	3.7	0.0	-2.1
Cn1c(N)c(Sc2ccccc2[N+](=O)[O-])c(=O)n(C)c1=O	1.6	3.2	5.6	-2.8	3.5	0.5	1.8	3.0	0.2	-4.5
CCOC(=O)[C@]12CCCCC/C=C\1N(CCc1ccc(Cl)cc1)C(=O)[C@H]2CC(=O)NCC12CC3CC(CC(C3)C1)C2	2.0	·	·	3.0	10.9	-6.8	-1.3	-4.7	8.2	-1.7
O=C(c1ccco1)N1CCN(C(=O)C(c2ccccc2)c2ccccc2)CC1	-1.0	-6.8	10.1	-1.0	-8.1	8.3	2.8	-2.0	3.2	-0.7
CCOC(=O)c1[nH]c2ccccc2c1NC(=O)C1CCCCC1	-4.0	-3.2	0.2	-1.2	-5.1	4.3	-2.6	3.9	-3.9	-0.6
CC(=O)c1cn(CC(=O)Nc2ccc(C)c(C)c2)c2ccccc12	4.2	4.7	-8.0	1.1	-6.5	5.5	3.5	2.6	-0.8	-0.5
COc1ccc(CCN2C(=O)c3ccccc3C2(O)c2ncc[nH]2)cc1OC (centres undefined)	1.3	-4.5	2.6	0.5	1.8	0.1	-2.7	-1.5	-3.6	-0.8
COc1ccc(CCN2CC(C(=O)NCCCn3nc(C)cc3C)CCC2=O)cc1 (centres undefined)	3.7	3.0	-2.8	-1.2	1.1	-1.1	-1.2	1.3	-5.5	4.8
Cc1ccc(Sc2c(C(=O)Nc3ccc(F)cc3F)c(C(F)(F)F)nn2C)cc1	-5.1	-8.2	5.5	-3.2	-12.4	1.0	-0.9	0.2	-6.0	-2.9
CCOc1ccc(NC(=O)CSc2nnc(-c3ccccn3)n2C)cc1	-6.4	14.5	-3.8	3.1	-9.1	1.7	-0.1	6.5	-2.8	10.3
Cc1ccc(C)c(NC(=O)c2ncn[nH]2)c1	0.3	2.2	7.3	1.7	1.2	6.1	0.3	2.7	-0.2	6.9
CCOc1cc(C)nc(NCc2ccccc2)n1	3.0	-1.0	3.9	3.0	5.6	-5.5	-1.4	5.2	-3.8	2.0
O=C(NCC(=O)N1CCOCC1)c1ccccc1	1.1	-3.5	-4.0	1.4	-3.4	5.5	-1.4	0.6	3.5	1.4
COC(=O)[C@@]12C[C@@H](CC(=O)NCC34CC5CC(CC(C5)C3)C4)C(=O)N(Cc3ccccc3)C1=CCC(C)(C)C2	1.2	·	-8.7	-2.4	-1.4	0.3	3.1	0.8	11.0	2.8
CCOC(=O)c1c(-c2ccc(OC)cc2)csc1NC(=O)COc1ccc2c(C)cc(=O)oc2c1	-1.8	4.3	4.6	1.6	-0.6	6.7	1.5	8.7	3.0	-2.8
COc1ccc(C=O)cc1Oc1nc(Cl)ncc1F	1.8	-1.1	-3.0	-2.6	5.0	-0.3	3.9	2.5	-1.8	-0.5
O=C(NCCc1c[nH]c2ccccc12)C(=O)NCC1OCCCN1S(=O)(=O)c1cccs1 (centres undefined)	-4.3	-5.9	3.4	-2.1	4.7	2.7	-3.1	-4.4	3.0	-4.0

The list is partial; count on the stated rates, not on these rows.
